Screening data deposited in PubChem BioAssay by several laboratories.
5HT1E antag: 5-HT1E receptor antagonists, primary screen, cell-based, HTS; 65,000 compounds, 0.99% hits; inhibition, % at 6 µM; CHO 5-HT1E Ga15 NFAT-bla reporter, FRET, antagonist; AID 571, 2007; 5-hydroxytryptamine receptor 1E (Homo sapiens), P28566;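 active = inhibition above a set limit, the mean inhibition across every tested compound plus 3 SD, cut at about 29% in these data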;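 note: signal is the 460 over 535 nm emission ratio of beta-lactamase substrate; 0% = agonist plus DMSO wells and 100% = wells without agonist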
S1P1 ag pot: S1P1 agonists and agonism potentiators, primary screen, cell-based, primary and confirmation screens, CRE-bla reporter | Sphingosine 1-phosphate receptor 1 (Homo sapiens), P21453 | AID 449, 2006 | S1P1 CRE-bla cells, forskolin, beta-lactamase FRET, potentiator mode; S1P1 agonist co-added at EC20, 2 nM; 100% = saturating reference agonist, 0% = basal | activation, % at 9.5 µM | 56,000 compounds, 0.57% hits;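 active = activation above a cutoff set at the mean activation of all tested compounds plus 3 SD, cut at about 54% in these data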;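 note: forskolin at 4 µM as EC80 and the EC20 agonist is SEW2871; 100% = SEW2871 at its EC100 plus forskolin at EC80; some compounds past the cut are filed as inactive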
M1 ag: M1 muscarinic receptor agonists, primary screen, CHO-M1 cells, Fluo-4 calcium, agonist mode; Fluo-4 calcium fluorescence; hits give high values; B-score at 10 µM; 64,000 compounds, 3% hits; AID 626, 2007;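 active = fluorescence rise, raw or as B-score row- and column-corrected plate score, outside the 99.7% band of its plate's samples, either direction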
5HT1E ag: 5-HT1E receptor agonists, primary screen, cell-based, HTS; 5-hydroxytryptamine receptor 1E (Homo sapiens), P28566; CHO 5-HT1E Ga15 NFAT-bla reporter, FRET; 0% DMSO wells, 100% control agonist wells; activation, % at 6 µM; 65,000 compounds, 0.69% hits;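 active = activation above a set limit, the screen-wide mean activation plus 3 SD, cut at about 8.5% in these data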;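 note: 100% = positive control agonist at 1 µM giving full maximal response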
5HT1a ag: human 5-HT1a receptor agonists, primary screen, cell-based, CHO, Ga15 NFAT-bla reporter. 5-hydroxytryptamine receptor 1A (Homo sapiens), P08908. CHO 5-HT1a Ga15 NFAT-bla reporter, FRET ratio; 0% basal, 100% maximal reference agonist. activation, % at 10 µM. 65,000 compounds, 0.56% hits. AID 567, 2006;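 active = activation above the screen-wide mean activation plus 3 SD, cut at about 19% in these data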;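 note: 0% = DMSO wells and 100% = 5-CT at EC100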
Target sequence (P08908 whole entry, looked up): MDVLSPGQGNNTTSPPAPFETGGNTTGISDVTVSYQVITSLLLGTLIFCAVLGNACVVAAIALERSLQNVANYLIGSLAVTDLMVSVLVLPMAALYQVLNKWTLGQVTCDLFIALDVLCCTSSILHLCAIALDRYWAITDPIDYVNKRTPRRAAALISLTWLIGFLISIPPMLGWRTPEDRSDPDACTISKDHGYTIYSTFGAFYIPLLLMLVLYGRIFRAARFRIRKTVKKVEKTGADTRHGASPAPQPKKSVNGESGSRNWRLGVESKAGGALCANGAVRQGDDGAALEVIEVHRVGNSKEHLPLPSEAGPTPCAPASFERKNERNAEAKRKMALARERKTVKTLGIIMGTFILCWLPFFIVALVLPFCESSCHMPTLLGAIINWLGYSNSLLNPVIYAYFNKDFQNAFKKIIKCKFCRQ
Jurkat viability: cytotoxicity toward Jurkat T cells, primary screen, cytotoxicity control, cell-based, Jurkat E6.1, 60K MLSMR library; inhibition, % at 4 µM; 56,000 compounds, 1.2% hits; AID 463, 2006; Jurkat E6.1 viability, ATP luminescence, 48 h;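 active = inhibition above the mean inhibition of all tested compounds plus 3 SD, cut at about 28% in these data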
S1P3 agonist: human S1P3 receptor agonists, primary screen, cell-based, primary and confirmation, NFAT-BLA reporter. S1P3 NFAT-BLA reporter cells, agonism, FRET ratio; relative to 1 µM S1P, basal subtracted. 60,000 compounds, 0.1% hits. activation, % at 4.5 µM. Sphingosine 1-phosphate receptor 3 (Homo sapiens), Q99500;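 active = activation above the screen-wide mean plus 3 SD, cut at about 4.5% in these data, passing the limit was not always enough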; note: some compounds called inactive have numbers as strong as hits
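Assay system: CHO cells stably expressing human S1P3, Gα16 and NFAT-β-lactamase reporter. Timing: overnight plating, 4 h compound 37 °C, 2 h substrate RT. Signal: β-lactamase FRET emission ratio 460/535 nm. Measure: percent activation versus median 1 µM S1P response, basal-subtracted, per plate. Repeats: primary screen single test, confirmation screen in triplicate.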
5-HT1A blocker: human 5-HT1a receptor antagonists, primary screen, cell-based, CHO, Ga15 NFAT-bla reporter; 5-hydroxytryptamine receptor 1A (Homo sapiens), P08908; CHO 5-HT1a Ga15 NFAT-bla reporter, antagonist mode; inhibition, % at 10 µM; 62,000 compounds, 0.68% hits;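 active = inhibition above the mean of all tested compounds plus 3 SD, cut at about 43% in these data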;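 note: receptor stimulated by 5-CT agonist at 100 nM near EC80; beta-lactamase reporter measured by ratiometric fluorescence of a cleavable substrate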
M1 antagonist: antagonists of rat M1 muscarinic receptor; Muscarinic acetylcholine receptor M1 (Rattus norvegicus), P08482; CHO-M1 cells, Fluo-4 calcium, ACh EC80 antagonist mode; hits give low values; B-score at 10 µM; 64,000 compounds, 3.4% hits;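 active = calcium fluorescence response, raw or row-and-column corrected B-score, differing from the plate sample mean either way at a set confidence level, mostly lower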
Target sequence (P08482 whole entry, looked up): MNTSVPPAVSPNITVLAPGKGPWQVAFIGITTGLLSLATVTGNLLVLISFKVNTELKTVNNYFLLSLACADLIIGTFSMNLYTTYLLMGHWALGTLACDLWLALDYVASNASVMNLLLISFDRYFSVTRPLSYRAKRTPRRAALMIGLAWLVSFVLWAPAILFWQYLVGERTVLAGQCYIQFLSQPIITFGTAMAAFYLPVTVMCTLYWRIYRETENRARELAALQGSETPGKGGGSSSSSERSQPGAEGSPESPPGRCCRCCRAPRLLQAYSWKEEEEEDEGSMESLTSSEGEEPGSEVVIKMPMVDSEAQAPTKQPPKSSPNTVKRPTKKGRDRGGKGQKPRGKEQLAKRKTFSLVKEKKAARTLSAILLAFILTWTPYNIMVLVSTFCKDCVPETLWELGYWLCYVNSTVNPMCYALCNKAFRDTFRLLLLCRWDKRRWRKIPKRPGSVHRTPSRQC
* marks the source's active call; other numbers are inactive results; · = no result given. The order is random; any-hit rate near 8.9%.

SMILES | 5HT1E antag | S1P1 ag pot | M1 ag | 5HT1E ag | 5HT1a ag | Jurkat viability | S1P3 agonist | 5-HT1A blocker | M1 antagonist
CCOC(=O)c1c(C)n(C)c2ccc(OCC(O)CN(CC)CC)cc12 (configuration not stated) | 10 | -21 | 1.6 | -0.6 | -3.4 | -5 | -0.1 | 9 | 0.063
COc1ccc(OCc2nnc(SCC(N)=O)n2-c2ccccc2OC)cc1 | -8 | -2 | 0.55 | -0.5 | 0.2 | 2 | -0.6 | -5 | -0.034
O=C(Nc1ccc(N2CCN(C(=O)c3ccco3)CC2)cc1)c1ccc2c(c1)OCO2 | 14 | 27 | -0.54 | -1.0 | 0.1 | 3 | -1.0 | 10 | 1
Cc1cc2ccccc2c(=O)n1CC(=O)NC1CCCCCC1 | -5 | 14 | 0.67 | -0.3 | -0.3 | 0 | -0.8 | -1 | -0.093
Cc1ccnc(NC(=O)CCC(=O)N(CC(=O)NCC2CCCO2)Cc2ccc(F)cc2)c1 (configuration not stated) | -8 | 1 | -1.2 | -0.3 | -1.3 | 2 | -0.2 | -7 | -0.86
CCCC(=O)N1CCN(c2nc(CC(C)C)c3c(c2C#N)CCC3)CC1 | -6 | -4 | 2 | 0.2 | 1.2 | · | -2.3 | · | -0.22
CN1CCc2c(sc3c2c(NCc2ccco2)nc2nnnn23)C1 | 7 | 0 | · | 1.0 | 0.0 | 2 | -0.6 | -4 | ·
CCCC(O)(CCN1CCOCC1)c1ccc(Br)cc1 (configuration not stated) | -5 | -3 | -0.35 | 0.5 | 0.5 | 6 | -0.2 | 13 | -3.6*
NCCCCCc1nnc(SC/C=C/c2ccccc2)o1 | -5 | -3 | 0.011 | 1.9 | -3.4 | -7 | -0.8 | -10 | -3.6*
c1ccc(OCc2nc(-c3ccccc3)no2)cc1 | -1 | · | -0.57 | 1.1 | 1.9 | 0 | 0.1 | 3 | 1.1
Cc1ccc(OCC(=O)NCc2ccco2)cc1C | -8 | 1 | -0.72 | -0.7 | -1.2 | -1 | -0.2 | -2 | 0.31
COc1ccc(-n2nnnc2SCC(=O)N2C(C)CCCC2C)c(OC)c1 (configuration not stated) | -9 | 21 | -1.3 | 1.0 | -0.3 | 3 | -1.4 | -10 | 0.01
COc1ccc(NC(=O)N2CCC(NC(=O)c3ccco3)CC2)cc1 | -11 | 5 | 0.13 | 0.3 | -4.0 | -9 | -0.9 | 1 | 0.38
CC(C)CCNC(=O)CN(CC1CCCO1)C(=O)CCC(=O)Nc1ccccn1 (configuration not stated) | -5 | -2 | -0.25 | -0.5 | -1.1 | 8 | -1.2 | 5 | 0.61
COCCNC(=O)C(OC(=O)c1ccco1)c1ccccc1OC (configuration not stated) | -11 | 2 | -0.24 | 0.2 | -3.1 | -3 | -1.2 | -8 | -0.69
COc1cccc(C(=O)Cn2c(Br)nc3c2c(=O)n(C)c(=O)n3C)c1 | 10 | -6 | -1.4 | -0.2 | -1.6 | -1 | -0.5 | -2 | 0.87
Cn1c(=O)c2c(nc(CN3CCN(CCO)CC3)n2Cc2ccccc2Cl)n(C)c1=O | 1 | 4 | 0.2 | -0.1 | -0.2 | 12 | -0.7 | 12 | 0.18
CCS(=O)(=O)Nc1ccc(-c2nnc(SCC(=O)c3ccc(NC(C)=O)c(OC)c3)o2)cc1 | -4 | 1 | -0.0066 | 0.4 | -5.5 | 8 | 0.3 | -4 | 0.46
CN(c1ccc(C(=O)NCCC2=CCCCC2)cc1)S(C)(=O)=O | 1 | 8 | -0.28 | 0.2 | 1.2 | 0 | -0.3 | -8 | -0.64
O=S(=O)(Nc1nc2ccccc2nc1NCc1ccco1)c1ccccc1 | 7 | -1 | -1.3 | 1.1 | -4.0 | -5 | 0.0 | -2 | -0.054
CC(C)Oc1ccc(/C(O)=C2/C(=O)C(=O)N(CCN(C)C)C2c2ccco2)cc1 (configuration not stated) | -17 | -3 | -0.03 | -0.6 | 2.6 | · | -3.0 | · | -0.43
COc1cc(C(=O)Nc2ccc3c(c2)OCO3)ccc1-n1cnnn1 | -12 | 3 | -0.47 | -1.1 | -1.5 | 2 | -1.0 | -18 | -0.7
O=C(N1CCN(c2ccccc2F)CC1)C12CC3CC(CC(C3)C1)C2 | -13 | -20 | 0.93 | 1.2 | 4.9 | 3 | 0.4 | -15 | -0.044
Cc1cc(Nc2ccc3c(c2)OCCO3)n2nc(C)nc2n1 | -2 | -54 | 0.074 | 0.6 | -0.1 | 0 | -0.6 | -3 | -0.54
COc1cc(OC)c(C2=NOC(C(=O)O)C2)cc1Cl (configuration not stated) | 4 | -4 | -1.2 | -0.4 | -0.3 | 7 | -0.2 | -4 | -1.4
O=C(CSc1ccccc1)Nc1cccnc1 | 6 | · | -0.89 | 0.1 | -2.6 | 7 | -0.7 | 1 | -0.88
COc1cc(C(=O)OC(C)CN2CCOCC2)cc(OC)c1OC (configuration not stated) | 2 | 0 | 0.0036 | 1.1 | -4.1 | 6 | -0.3 | -5 | 0.44
CCn1c(=O)c(C(=O)NCc2ccc(OC)c(OC)c2)c(O)c2ccccc21 | 20 | -49 | -1.2 | -1.6 | -0.5 | -3 | -0.6 | -2 | -0.041
N#C/C(C(=O)N1CCOCC1)=C1/SC(Cc2ccccc2)C(=O)N1c1ccccc1 (configuration not stated) | -6 | 3 | -0.6 | -0.6 | 0.3 | · | -2.5 | · | -0.18
CCCc1cc(C(=O)Nc2cccc(Cl)c2)no1 | 2 | -35 | -0.37 | -0.6 | -1.3 | 0 | 0.0 | 7 | -0.031
CCOCC(=O)Nc1nc2c(s1)C(=O)CC(C)(C)C2 | -9 | -17 | 0.038 | 0.2 | -1.1 | 0 | -0.7 | 1 | 0.36
Cc1cccc(NC(=O)C2CCN(S(=O)(=O)c3cccc4nsnc34)CC2)n1 | 10 | -6 | 0.43 | -0.7 | -0.5 | 2 | -0.9 | 0 | -1.7
CCOC(=O)c1ccccc1NS(=O)(=O)c1ccc(S(=O)(=O)N2CCCC2)cc1 | 4 | 23 | -0.0026 | -0.8 | -1.4 | 7 | -0.2 | 5 | 0.21
O=C(Nc1cccc(-c2nnc(-c3ccccc3)o2)c1)C1CCCCC1 | -7 | · | -1.8 | 1.2 | -0.2 | -2 | -0.6 | 3 | -0.014
Cc1c(/C=N/n2cnnc2)c2ccccc2n1CCOc1ccccc1 | 34* | -48 | 0.1 | 1.0 | 2.5 | 2 | -0.2 | -9 | -0.27
CCN(CC)C(=O)CSc1ncnc2c1cnn2Cc1ccccc1 | 1 | 27 | -1.2 | -1.4 | -0.9 | 0 | -0.5 | 8 | -0.5
COc1ccc(S(=O)(=O)N(CC(=O)N2CCN(C)CC2)c2ccccc2)cc1OC | 1 | 11 | -0.23 | 0.1 | -0.6 | -6 | -1.0 | 0 | 0.74
CCOC(=O)c1sc(NC(=O)c2cc3c(C)nn(-c4ccccc4)c3s2)nc1C | -4 | · | -0.62 | 2.2 | 0.0 | · | · | 0 | 0.022
Cc1cc(NCCCN2CCOCC2)n2nc(C)c(-c3ccc(F)cc3)c2n1 | -1 | -24 | 0.054 | -0.2 | -0.6 | 7 | -1.2 | 13 | 0.56
CC(C)C(=O)Nc1c2c(nc3c1CCC3)CCCC2 | -5 | -10 | -0.1 | -0.5 | -4.8 | 2 | -0.8 | -5 | 0.66
O=C1CCCN1CN1CCCCC1 | -4 | -23 | -0.066 | 0.1 | -6.6 | 9 | -0.5 | 5 | 0.25
COc1ccc(C)cc1S(=O)(=O)N(CC(N)=O)Cc1ccccc1 | -7 | 6 | -0.068 | 0.0 | -3.2 | -7 | -0.4 | 7 | -0.04
N#Cc1cc2c(nc1SCC(=O)Nc1nccs1)CCCCC2 | 1 | -33 | 0.89 | 1.5 | 0.3 | 5 | -0.3 | -9 | -1.2
O=C(c1cn(CC(=O)N2CCCC2)c2ccccc12)C1CCCCC1 | -2 | -9 | -0.36 | -0.6 | 0.0 | -10 | -0.9 | 4 | 0.21
Cc1cc(C)c2c(n1)nn1c(NCCN3CCOCC3)cc(C)nc21 | 8 | -17 | 0.029 | 0.8 | 2.8 | 4 | -0.8 | 3 | -0.037
Cc1csc(NC(=O)C2CCCCC2C(=O)O)n1 (configuration not stated) | 11 | -11 | 0.49 | 0.2 | 0.8 | 6 | -0.7 | -93 | 0.1
COc1ccc(C)c(Cn2c(-c3nonc3N)nc3ccccc32)c1 | 34* | -3 | -0.46 | -1.0 | -2.9 | 75* | -1.6 | 39 | 0.074
Cc1cc(=O)[nH]c(N2CCN(Cc3ccccc3)CC2)n1 | -6 | · | -1.4 | 0.6 | -0.7 | 9 | -1.6 | -19 | 0.47
CCn1c(Cc2ccccc2)nnc1SCC(=O)Nc1ccc(S(N)(=O)=O)cc1 | -11 | 7 | 0.62 | -0.3 | -1.2 | -1 | -1.1 | 4 | -1.6
Cc1nc2c(-c3ccc(F)cc3)c(C)nn2c(N2CCOCC2)c1C | 2 | -12 | -0.95 | -0.6 | 1.6 | 2 | 0.0 | -2 | 0.99

Other compounds
SMILES | 5HT1E antag | S1P1 ag pot | M1 ag | 5HT1E ag | 5HT1a ag | Jurkat viability | S1P3 agonist | 5-HT1A blocker | M1 antagonist
O=C1NCN(c2ccccc2)C12CCN(c1nnnn1-c1ccccc1)CC2 | -4 | · | 2.7 | -0.2 | -0.3 | · | · | 1 | -0.59
C=CCn1c(C)c(C(C)=O)c(SC)nc1=S | 12 | -10 | 0.87 | 0.1 | -1.5 | -3 | -1.0 | 4 | -0.26
CC1Cc2ccccc2N1C(=O)CSc1nnnn1-c1ccc2c(c1)OCCO2 (configuration not stated) | -13 | 13 | 1.6 | -0.1 | 1.8 | 8 | -0.3 | -3 | -0.011
c1ccc(Nc2n[nH]nc2-c2ccccc2)cc1 | 14 | -16 | 0.19 | -2.8 | 0.4 | -12 | -1.7 | 26 | 1.2
CCCc1cc(N2CCCC(C(=O)Nc3c(OC)cccc3OC)C2)n2ncnc2n1 (configuration not stated) | -6 | · | 0.91 | -0.9 | 0.3 | · | · | 0 | -0.12
COC(=O)c1ccc(CSc2nccn2C)cc1 | -10 | · | 0 | 0.1 | -0.2 | 8 | -0.2 | -15 | -0.083
O=C(NCc1ccc(Cl)c(Cl)c1)c1ccco1 | 4 | · | -0.74 | -0.4 | 2.3 | -3 | 0.2 | 8 | -0.35
